Assay outcomes deposited in PubChem by Columbia University Molecular Screening Center.
Htt clearance: compounds clearing mutant huntingtin protein. inhibition, % at 1.5 µM. AID 853. HeLa Exon1htt(103Q)mCFP, aggregate imaging; zero = plate's median compound well. 47,000 tested, 0.42% active;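 active = inhibition of aggregate fluorescence above about 70%, also judged a hit by eye on the cell image, limit read from the data, passing the limit was not always enough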;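 also: cells exposed to compound for three days before fixation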
Htt clearance grain fraction: recorded beside Htt clearance, whose call it bears; fraction fluorescence in grains; measured here: aggregate grain fluorescence fraction; stronger effect = lower value;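 scaled fraction of total cell fluorescence in grains with unit not stated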
* marks the source's active call; other numbers are inactive results.

SMILES	Htt clearance	Htt clearance grain fraction
O=C(Sc1nnnn1C1CCCCC1)c1cccs1	24	28
CC(C)Cc1nc(SCC(=O)NCc2ccccc2)n[nH]1	16	39
COCCn1nnnc1CN1CCOCC1	4	29
OCCNCC(O)Cn1ccc2ccccc21 (stereo unspecified)	27	13
CC(=O)Nc1ccc(S(=O)(=O)NCc2ccc(C(=O)NCc3ccc(Cl)cc3)cc2)cc1	41	12
O=c1c2ccccc2nnn1Cc1ccccn1	5	32
CCOC(=O)C1CCCN(C(=O)c2cc(Nc3ccc(OC)c(OC)c3)nc3ccccc23)C1 (stereo unspecified)	-33	49
CCc1ccc(CC)c(S(=O)(=O)Nc2ccc(O)c(C(=O)O)c2)c1	-62	31
O=c1c2[nH]c3ccc(F)cc3c2ncn1CCCn1ccnc1	-1	21
CCC(C)NC(=O)C1c2ccccc2C(=O)N1Cc1ccc(OC)cc1OC (stereo unspecified)	31	15
COc1ccc(N2CCN(C(=O)CCN3C(=O)c4ccccc4S3(=O)=O)CC2)cc1	-131	90
CCCCc1c(O)nc2n(c1=O)CCS2	18	15
COCCCNC(=O)c1cc2c(=O)n3cccc(C)c3nc2n(C(C)C)c1=N	-14	41
CCCCCOC(=O)C1[C@H]2C(=O)N(CCCOC)C[C@]23C=C[C@H]1O3 (stereo partly specified)	-2	39
CCOC(=O)N1CCc2c(sc3c2C(=O)NC(c2ccccc2)N3)C1 (stereo unspecified)	20	30
Clc1ccc(C2=Nn3c(nnc3-c3cccs3)SC2)cc1	-6	20
Cc1cc(C)nc(Nc2ccc(N3CCCC3)cc2)n1	15	17
COc1cc(NC(=O)CCCC(=O)OCC(F)(F)C(F)F)nc(OC)n1	3	42
O=C(CN1CCOCC1)NCCNC(=O)CN1CCOCC1	61	7.7
CCOC(=O)CSc1ncnc2c1cnn2-c1ccccc1	4	39
CC1CCCC(C)N1C(=O)Cn1c(SCC(=O)Nc2ccc3c(c2)OCO3)nc2ccccc21 (stereo unspecified)	6	32
Cc1ccc(S(=O)(=O)Nc2cc(C(=O)O)ccc2N2CCCCC2)cc1	7	18
CCC1S/C(=C(\C#N)C(N)=O)N(c2ccc(F)cc2)C1=O (stereo unspecified)	17	17
Cc1oc(-c2ccc(Cl)cc2)nc1CN1CCCC(C(=O)NCc2ccco2)C1 (stereo unspecified)	3	36

Exported comma-delimited: part of the list above
molecule,Htt clearance,Htt clearance grain fraction
Cc1cc(C)nc(Nc2ccc(N3CCCC3)cc2)n1,15,17
COc1cc(NC(=O)CCCC(=O)OCC(F)(F)C(F)F)nc(OC)n1,3,42
O=C(CN1CCOCC1)NCCNC(=O)CN1CCOCC1,61,7.7
CCOC(=O)CSc1ncnc2c1cnn2-c1ccccc1,4,39

Next part
SMILES	Htt clearance	Htt clearance grain fraction
O=C(CSc1ccc(Cl)cc1)Nc1ccc(N2CCN(C(=O)c3ccc(Cl)cc3)CC2)cc1	33	21
Cc1cc(O)c(C(=O)c2ccccc2C(=O)O)cc1C	-4	21
COc1cc(OC)c(C2=NOC(C(=O)Nc3c(C)nn(CC(=O)N4CCCC4)c3C)C2)cc1Cl (stereo unspecified)	5	20
CCCC12CN3CC(C)(CN(C1)C3c1ccc3c(c1)OCO3)C2=O (stereo unspecified)	-177	59
O=c1cc(-c2ccccc2)nc2nc(COc3ccccc3)[nH]n12	4	21
Cc1ccc(-n2ncc3c(=O)n(CC(=O)NCC4CCCO4)cnc32)cc1 (stereo unspecified)	-39	49
CN(Cc1nc(-c2ccncc2)no1)S(=O)(=O)c1ccc(Br)cc1	23	13
O=C1CCC(=O)N1CCCCCc1nc(-c2ccccc2)no1	28	14
O=C(CCC1CCCC1)N1CCN(C(=O)c2cccnc2)CC1	43	20
CC(C)(C)OC(=O)N1CCC[C@H]1c1nnc(SC/C=C/c2ccccc2)o1	-38	30
COC(=O)c1cc(=O)cc(C(=O)OC)o1	-114	41
CCC(=O)Nc1ccc(C(=O)Nc2cccnc2)cc1	42	9.3
COc1cccc(C2CC(C(F)(F)F)n3nc(C(=O)NCc4cccnc4)cc3N2)c1 (stereo unspecified)	27	15
O=C(OCC#CCSc1nnc(-c2cccc3ccccc23)o1)c1ccco1	-2	38
COc1cc2c(cc1OC)C(c1cc3ccccc3oc1=O)=NC(C)(C)C2	18	16
CN(C)C(CNC(=O)Nc1cccc(Cl)c1)c1cccnc1 (stereo unspecified)	31	13
COC(=O)c1ccc(C2c3c(n[nH]c3C)C(=O)N2c2ccc(C)cc2)cc1 (stereo unspecified)	-359	164
Cc1c(C(=O)O)sc2nc(C)n(C)c(=O)c12	-4	36
CCn1c(SCC(=O)N2CCCC(C)C2)nnc1-c1ccc(S(=O)(=O)N2CCN(C)CC2)cc1 (stereo unspecified)	8	18
O=C(O)CSC1CC(=O)N(c2ccc(Cl)c(Cl)c2)C1=O (stereo unspecified)	27	12
Cc1cc(S(=O)(=O)NC2CCCCC2)ccc1OCC(=O)NCc1ccccn1	-6	23
Cc1sc2nc3ccc(N4CCCCC4)nn3c(=O)c2c1C	58	8.7
CN1CCN(S(=O)(=O)c2ccc(Sc3nnc(-c4cccs4)n3-c3ccccc3)nc2)CC1	-9	18
Cc1ccc(C(=O)NCC2CCCO2)cc1N1CCCC1=O (stereo unspecified)	-17	43
CCCn1c(N2CCN(CC(=O)Nc3ccc4c(c3)OCCO4)CC2)nc2ccccc21	16	14
Cc1ccc(C(=O)N2CCN(c3ccc(C(F)(F)F)cn3)CC2)cc1	25	30
CCn1c(CNC(=O)COc2c(C)cccc2C)nnc1SCC(=O)Nc1nccs1	44	10
CCOC(=O)N1CCC(N(C(=O)Nc2cccc(OC)c2)C(C)CC)CC1 (stereo unspecified)	38	12
COc1ccc(CN(C(=O)Cc2cccs2)C(C(=O)NC2CCCC2)c2ccncc2)cc1 (stereo unspecified)	4	37
O=C(O)c1cccc(S(=O)(=O)N2CCOCC2)c1	27	13
C=CCNCc1cccn1-c1sc2c(c1C#N)CCCC2	-49	57
Cc1cc(N2C(=O)C(=O)/C(=C(/O)c3ccccc3)C2c2cccs2)no1 (stereo unspecified)	-46	49
O=C(c1cccnc1)N1CCc2ccccc21	-70	33
Cc1ccc(N2CN=c3s/c(=C\c4ccccn4)c(=O)n3C2)cc1	28	13
O=C(O)CC1C(=O)NCCN1C/C=C/c1ccccc1 (stereo unspecified)	21	25
CC(=O)c1ccc(N2C(=O)C3C(C2=O)C(C(=O)c2ccc(Cl)cc2)N2CCCC32)cc1 (stereo unspecified)	30	15
COC(=O)c1ccccc1NC(=O)C1CC(c2ccccc2O)=NO1 (stereo unspecified)	-36	27
COC(=O)COc1ccc(S(=O)(=O)NCc2ccco2)cc1Cl	-20	22
Cc1nnc(SCC(=O)NCCOc2ccc(Cl)cc2)n1-c1ccccc1	2	36
Cc1cc2n(n1)SC(Nc1cc(Cl)ccc1Cl)N2 (stereo unspecified)	-27	26
CCOc1ccc(-c2nc(N)ncc2Oc2cccc(OC)c2)c(O)c1	-20	19
O=C(CSc1nccc(=O)[nH]1)N1c2ccccc2CCc2ccccc21	-21	49
O=C1CCCCCC1C1(O)C(=O)Nc2ccc(Br)cc21 (stereo unspecified)	34	14
CC(C)N(C(=O)CSc1nnc(NC(=O)c2cccs2)s1)C(C)C	20	16
O=C1C(Cl)=C(NCC2CCCO2)C(=O)N1c1ccccc1 (stereo unspecified)	28	14
CCOC(=O)C1=C(C)NC2=C(C(=O)c3ccccc32)C1c1cccnc1 (stereo unspecified)	5	20
Cc1cccc(C)c1NC(=O)CSc1nnc(-c2ccoc2C)n1CCc1ccccc1	40	19
c1ccc(C2Nc3ccccc3-c3nc4ccccc4n32)cc1 (stereo unspecified)	31	19
Cc1nc2ccc(S(=O)(=O)NC(C(=O)N3CCCCCC3)C(C)C)cc2s1 (stereo unspecified)	22	40
CCOC(=O)c1ccc(NC(=O)CC2C(=O)N(c3cccc(OC)c3)C(=O)N2CCOC)cc1 (stereo unspecified)	-18	25
CCOCCCn1c(=S)[nH]c2cc(C(=O)NCCN(CC)CC)ccc2c1=O	-49	56
COc1cc(C)c(Cl)cc1S(=O)(=O)NCc1ccncc1	-11	21
O=c1c2cc(Cl)ccc2oc2nc3n(c(=O)c12)CCCS3	-28	25
CC(C)Cc1cc(C(=O)Nc2cc(Cl)ccc2Cl)no1	15	28
CCCSCCCNC(=O)Cn1cc2c(n1)CCC(C)C2 (stereo unspecified)	34	20
O=C(c1ccncc1)N1CCN(C(=O)c2cccs2)CC1	-11	18
Cc1ccccc1OCc1nc(-c2ccc(Br)o2)no1	5	35
O=C(Nc1ccccc1-c1nc2ccccc2o1)c1ccc2c(c1)OCCO2	-18	55
Cc1ccc2c(c1)C1CN(C)CCC1N2C(=O)Nc1ccc(Cl)cc1 (stereo unspecified)	12	35
COc1ccc(S(=O)(=O)Cc2ccc(C(=O)NC3CC3)o2)cc1	-17	58

Another view of some results above.
smiles: O=C(c1ccncc1)N1CCN(C(=O)c2cccs2)CC1
- Htt clearance: -11
- Htt clearance grain fraction: 18
smiles: Cc1ccccc1OCc1nc(-c2ccc(Br)o2)no1
- Htt clearance: 5
- Htt clearance grain fraction: 35

The list continues.
SMILES	Htt clearance	Htt clearance grain fraction
CC(NC(=O)c1cccnc1)c1ccc2c(c1)OCO2 (stereo unspecified)	1	20
Cc1sc(-n2cccc2)c(C(=O)O)c1C	44	24
CCn1c(/C=C2\C(=O)N(C)c3ccccc32)nc2ccccc2c1=O	24	26
O=C(CCn1nnc2ccccc21)Nc1nnc(-c2ccccc2F)s1	23	27
CC(CC(C)C(=O)N1CCOCCN(C(=O)C(C)CC(C)C(=O)O)CCOCC1)C(=O)O (stereo unspecified)	23	23
CS(=O)(=O)N(CCC(=O)O)Cc1ccccc1	0	20
CC(C)(C)c1cc(C(=O)NCc2ccco2)ccn1	-34	27
Cc1cc(C)c2c(-n3cccc3)c(C(=O)O)sc2n1	-22	50
COc1ccc(CCCC(=O)O)c(C)c1	-13	22
NC(=O)c1ccccc1N/C=C/C(=O)c1ccc(Cl)cc1Cl	13	38
Cc1ccc(S(=O)(=O)Nc2ccnc3ccccc23)cc1	-12	22
C(/CCc1ccccc1)=N\n1cnnc1	14	14

Molecules shown so far that have a COOH group (12):
SMILES	Htt clearance	Htt clearance grain fraction
CCc1ccc(CC)c(S(=O)(=O)Nc2ccc(O)c(C(=O)O)c2)c1	-62	31
Cc1ccc(S(=O)(=O)Nc2cc(C(=O)O)ccc2N2CCCCC2)cc1	7	18
Cc1cc(O)c(C(=O)c2ccccc2C(=O)O)cc1C	-4	21
Cc1c(C(=O)O)sc2nc(C)n(C)c(=O)c12	-4	36
O=C(O)CSC1CC(=O)N(c2ccc(Cl)c(Cl)c2)C1=O (stereo unspecified)	27	12
O=C(O)c1cccc(S(=O)(=O)N2CCOCC2)c1	27	13
O=C(O)CC1C(=O)NCCN1C/C=C/c1ccccc1 (stereo unspecified)	21	25
Cc1sc(-n2cccc2)c(C(=O)O)c1C	44	24
CC(CC(C)C(=O)N1CCOCCN(C(=O)C(C)CC(C)C(=O)O)CCOCC1)C(=O)O (stereo unspecified)	23	23
CS(=O)(=O)N(CCC(=O)O)Cc1ccccc1	0	20
Cc1cc(C)c2c(-n3cccc3)c(C(=O)O)sc2n1	-22	50
COc1ccc(CCCC(=O)O)c(C)c1	-13	22

(list continues)
SMILES	Htt clearance	Htt clearance grain fraction
Cc1nn(-c2ccccc2)c(C)c1/C=N/NC(=O)c1cc(-c2ccc(Br)s2)[nH]n1	-28	45
Cc1cc(N2CCN(c3nc4ccccc4s3)CC2)n2ncnc2n1	51	9.8
Cc1nnc(SCC(=O)N(Cc2ccccc2)C(C)C)n1-c1ccccc1	-11	42
Fc1ccc(CSc2nnc(-c3cc4c(s3)-c3ccccc3CC4)o2)cc1	-7	41
O=C(NCc1ccco1)C1OCCc2ccccc21 (stereo unspecified)	-25	24
COc1ccc2[nH]cc(C(=O)CN3CCCCC3)c2c1	11	27
CCOC(=O)CCN(Cc1cccs1)S(=O)(=O)c1ccc(Cl)cc1	-38	49
O=C1COc2ccc(C(=O)COC(=O)CCc3ccc(S(=O)(=O)N4CCOCC4)cc3)cc2N1	23	14
Cc1ccccc1S(=O)(=O)Cc1ccc(C(=O)O)o1	-70	33
Cc1ccc(Oc2ccc(OCC(=O)OC3CCS(=O)(=O)C3)cc2)cc1 (stereo unspecified)	56	8.4
Cc1nn(-c2cc(C)c3ccccc3n2)c2c1C1C(C2)C1(C)C (stereo unspecified)	-198	52
CCC(OC(=O)c1ccco1)C(=O)NCc1ccco1 (stereo unspecified)	22	14
Cc1cc2c(c(=O)n1Cc1ccco1)C(c1cccnc1)C(C#N)=C(N)O2 (stereo unspecified)	-76	53
Cn1c(SCC(=O)c2cccs2)nnc1-c1ccco1	-41	29
COc1ccc2c(c1)c(=O)oc1c(C)c3occ(C)c3cc12	0	16
Cn1c(SCc2cccc(C(F)(F)F)c2)nnc1-c1ccco1	2	30
O=C(Nc1ccc(Cl)c(Cl)c1)N(Cc1cccnc1)Cc1ccco1	-18	50
CC1(C)Oc2ccc(C(=O)NC3CCCC3)cc2N(CC(=O)N2CCOCC2)C1=O	25	26
COc1ccc(C2/C(=C(/O)c3ccccc3)C(=O)C(=O)N2CO)cc1 (stereo unspecified)	13	17
COc1ccc2c(c1)C(C)=CC(C)(C)N2C(=O)Nc1ccccc1	-6	19
O=C(Nc1cccc(F)c1)NC1(C(=O)N2CCN3CCCC3C2)CCCCC1 (stereo unspecified)	-53	30
O=C(Oc1ccc(-c2nnco2)cc1)N1CCCCC1	-44	28
CCOC(=O)Cc1csc(NC(=O)C2C3C=CC(C3)C2C(=O)O)n1 (stereo unspecified)	62	8.2
O=C(Nc1ccc2c(c1)OCO2)c1ccncc1	-25	50
CCOc1ccc2nc(NC(=O)CSc3ccc(Cl)cc3)sc2c1	-18	28
C/C(=N\c1nc2ccccc2n1C)c1cc(Cl)ccc1O	-4	31
CC1(C)CC(=O)C2=C(C1)OC1=C(C(=O)CC(C)(C)C1)C2c1ccc(O)cc1O	-4	41
CCCNC(=O)c1ccc2snnc2c1	35	12

Some of the compounds tested (hit frequency here may not be typical).
